Source: PubChem BioAssay (Sanford-Burnham Center for Chemical Genomics)
Jurkat NFkB inh: inhibitors of induced NF-kB luciferase reporter, primary screen, TCR NF-kB activation inhibitor project, cell-based, luminescence, uHTS. Jurkat, PMA/ionomycin-induced NF-kB luciferase reporter. inhibition, % at 4 µM. 330,000 compounds, 0.53% hits. AID 435003, 2010
SENP7 inh: SENP7 protease inhibitors, primary screen, biochemical, luminescence, uHTS; inhibition, % at 5 µM; Sentrin-specific protease 7 (Homo sapiens), Q9BQF6; 330,000 compounds, 1.5% hits; recombinant SENP7, Z-RLRGG-aminoluciferin luminescence, 40 min;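 active means inhibition above about 50% at the single test dose, limit read from the data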;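 further: plate controls were DMSO with enzyme for no effect and no enzyme buffer wells for full effect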
Target sequence (Q9BQF6 706-1050 limits assumed): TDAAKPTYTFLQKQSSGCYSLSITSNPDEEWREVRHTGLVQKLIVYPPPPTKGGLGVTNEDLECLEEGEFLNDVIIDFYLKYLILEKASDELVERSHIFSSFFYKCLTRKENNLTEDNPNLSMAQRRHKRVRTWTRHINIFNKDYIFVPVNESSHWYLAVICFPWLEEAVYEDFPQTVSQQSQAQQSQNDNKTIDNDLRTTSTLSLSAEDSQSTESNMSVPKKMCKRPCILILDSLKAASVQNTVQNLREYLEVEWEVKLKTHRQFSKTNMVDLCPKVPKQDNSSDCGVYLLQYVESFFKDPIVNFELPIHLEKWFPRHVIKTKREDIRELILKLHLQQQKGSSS
SENP8 inh: SENP8 protease inhibitors, primary screen, biochemical, luminescence; Sentrin-specific protease 8 (Homo sapiens), Q96LD8; purified SENP8, Z-RLRGG-aminoluciferin cleavage; inhibition, % at 10 µM; 330,000 compounds, 1.2% hits; AID 2540, 2010
Target sequence (Q96LD8 whole entry, looked up): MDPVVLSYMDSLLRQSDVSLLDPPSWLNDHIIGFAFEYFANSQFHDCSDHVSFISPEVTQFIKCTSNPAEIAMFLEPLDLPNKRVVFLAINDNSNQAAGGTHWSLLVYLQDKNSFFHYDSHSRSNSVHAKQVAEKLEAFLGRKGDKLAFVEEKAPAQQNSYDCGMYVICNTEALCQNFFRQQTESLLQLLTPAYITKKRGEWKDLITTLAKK
Gli-Sufu antag: Gli-Sufu pathway antagonists, primary screen, luciferase luminescence, Sufu-KO-LIGHT cells, uHTS | inhibition, % at 5 µM | 340,000 compounds, 0.74% hits | AID 588413, 2011 | Sufu-KO-LIGHT fibroblasts, Gli luciferase reporter luminescence;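 active means inhibition above about 55%, limit read from the data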;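 further: 0% = DMSO-treated cells and 100% = wells with medium but no cells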
UBC13 inh: UBC13 polyubiquitin chain formation inhibitors, primary screen, biochemical, TR-FRET, uHTS; inhibition, % at 20 µM; Ubiquitin-conjugating enzyme E2 N (Homo sapiens), P61088; 330,000 compounds, 0.47% hits; in the data active means inhibition above about 45%, passing the limit was not always enough; inconclusive means no clear call, values can overlap the other calls
Target sequence (P61088 whole entry, looked up): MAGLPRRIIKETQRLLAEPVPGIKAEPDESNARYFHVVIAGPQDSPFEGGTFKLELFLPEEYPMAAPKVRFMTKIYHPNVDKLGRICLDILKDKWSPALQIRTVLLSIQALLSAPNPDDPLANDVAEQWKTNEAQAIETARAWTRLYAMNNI
697 NFkB inh: inhibitors of PMA/ionomycin-induced NF-kB reporter, 697 cells, primary screen, B-cell NF-kB inhibitor project, cell-based, luminescence, uHTS; 697 B-cell NF-kB luciferase reporter, 16 h; inhibition, % at 4 µM; 330,000 compounds, 0.33% hits; AID 435022, 2010; in the data active means inhibition above about 35%
Apaf-1 inh: inhibitors of human Apaf-1 apoptosome, primary screen, biochemical, DEVD-Rh110 fluorescence, uHTS | Apoptotic protease-activating factor 1 (Homo sapiens), O14727 | reconstituted apoptosome caspase-3 activity | inhibition, % at 20 µM | 330,000 compounds, 0.71% hits; active means inhibition of at least 40% at 20 µM;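 further: plate controls were DMSO wells for no effect and DEVD-CHO caspase inhibitor wells for full effect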
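Material: cell-free apoptosome with Apaf-1, procaspase-3 and caspase-9; Buffer or medium: Hepes pH 7.5 with detergent and BSA; Reagent: cytochrome c trigger plus (Z-DEVD)2-Rh110 caspase-3 substrate; Times: compound with Apaf-1, dATP, procaspase-3 30 min, then 50 min reaction, room temperature; Technique: Rh110 fluorescence intensity.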
HKDC1 inhibitor: HKDC1 hexokinase inhibitors, primary screen, biochemical, fluorescence, uHTS; Q2TB90; recombinant HKDC1, G6PDH/diaphorase resazurin coupled fluorescence; inhibition, % at 20 µM; 340,000 compounds, 0.16% hits;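 active means inhibition above about 35% when tested at 20 µM, limit read from the data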;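 further: plate controls were DMSO wells with enzyme for no effect and DMSO wells lacking enzyme for full effect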
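Test system: Recombinant HKDC1 (HK5) hexokinase enzyme, produced in-house | Input: HKDC1 at 5 µg/mL | Buffer or medium: Tris pH 8.0 buffer with MgCl2, Tween-20, BSA, BME | Schedule: 90 min reaction incubation at room temperature, dark | Technique: Resazurin-to-resorufin fluorescence via G6PDH and diaphorase coupling, 525/613 nm | Controls: DMSO wells with and without enzyme mix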
* hit, by the source's call; ? = inconclusive; nt = not tested or not shown; & = joins results of further samples. Unless noted, no stated cut-off is given here; in the data, active means inhibition above about 50%; inactive means the rest.

no.	Molecule	Jurkat NFkB inh	SENP7 inh	SENP8 inh	Gli-Sufu antag	UBC13 inh	697 NFkB inh	Apaf-1 inh	HKDC1 inhibitor
1	O=C(NC1CCCCC1)C(c1ccccc1)N(Cc1cccnc1)C(=O)c1csnn1 (configuration not stated)	5	2	8	9	1	4	3	5
2	CCc1nc(SCc2ccc(OC)cc2)n[nH]1	-38	-2	-5	-29	1	-34	0	2
3	Cc1cccc(-n2nc(C)c3c(C(=O)O)cc(-c4cccs4)nc32)c1	-5	3	-2	4	-3	0	7	-3
4	Cc1ccccc1NC(=O)Nc1c(C)n(C)n(-c2ccccc2)c1=O	1	-2	2	-3	-3	-5	1	-4
5	Cc1ccc(NC(=O)COc2ccc(C3SCCS3)cc2)cc1	1	11	-2	-6	0	18	0	-6
6	Cc1ccc(OCC(=O)NNC(=O)C2CCN(c3nccc(C)n3)CC2)cc1	-3	-6	-7	-7	7	-8	-22	-7
7	Cc1ccc2cccc(NC(=O)C(F)(F)F)c2n1	10	5	0	0	-2	-5	6	17
8	CC(C)(C)OC(=O)C[C@H]1C/C=C\C[C@@H](CC(=O)N[C@H](CO)Cc2ccccc2)C(=O)NC[C@@H](c2ccccc2)OC1=O	4	11	-4	4	6	-13	12	1
9	Cc1[nH]c(N=Nc2ccccc2)nc1N=Nc1ccccc1	-3	1	-6	13	-250	-12	13	-29
10	COc1ccc(-c2cn3nc(C)c(C)nc3n2)cc1OC	-5	4	1	-30	-3	3	-15	3
11	NC(=O)C(Cc1ccccc1)NS(=O)(=O)c1ccc(N2CCCC2=O)cc1 (configuration not stated)	-12	5	-9	-4	6	6	-12	-9
12	Cc1noc(C)c1C(=O)NCCCN1CCCC1=O	3	-3	3	1	2	21	-24	-5
13	CC(=O)c1cccc(NC(=O)Nc2ccc(C)cc2)c1	-49	1	-4	3	6	-47	1	1
14	CC1CCCN(C2=C(Cl)C(=O)N(c3cccc(Cl)c3)C2=O)C1 (configuration not stated)	9	-1	2	-1	14	12	3	13
15	Cc1ccc(C(O)(C(=O)NNc2ccc3ccccc3n2)c2ccc(C)cc2)cc1	17&3	1&1	-1&-5	-10&5	4&-14	10&-3	6&13	-7&7

In the list so far, these have a carbonyl joined to an NH by a bond outside any ring.
no.	Molecule	Jurkat NFkB inh	SENP7 inh	SENP8 inh	Gli-Sufu antag	UBC13 inh	697 NFkB inh	Apaf-1 inh	HKDC1 inhibitor
1	O=C(NC1CCCCC1)C(c1ccccc1)N(Cc1cccnc1)C(=O)c1csnn1 (configuration not stated)	5	2	8	9	1	4	3	5
4	Cc1ccccc1NC(=O)Nc1c(C)n(C)n(-c2ccccc2)c1=O	1	-2	2	-3	-3	-5	1	-4
5	Cc1ccc(NC(=O)COc2ccc(C3SCCS3)cc2)cc1	1	11	-2	-6	0	18	0	-6
6	Cc1ccc(OCC(=O)NNC(=O)C2CCN(c3nccc(C)n3)CC2)cc1	-3	-6	-7	-7	7	-8	-22	-7
7	Cc1ccc2cccc(NC(=O)C(F)(F)F)c2n1	10	5	0	0	-2	-5	6	17
8	CC(C)(C)OC(=O)C[C@H]1C/C=C\C[C@@H](CC(=O)N[C@H](CO)Cc2ccccc2)C(=O)NC[C@@H](c2ccccc2)OC1=O	4	11	-4	4	6	-13	12	1
11	NC(=O)C(Cc1ccccc1)NS(=O)(=O)c1ccc(N2CCCC2=O)cc1 (configuration not stated)	-12	5	-9	-4	6	6	-12	-9
12	Cc1noc(C)c1C(=O)NCCCN1CCCC1=O	3	-3	3	1	2	21	-24	-5
13	CC(=O)c1cccc(NC(=O)Nc2ccc(C)cc2)c1	-49	1	-4	3	6	-47	1	1
15	Cc1ccc(C(O)(C(=O)NNc2ccc3ccccc3n2)c2ccc(C)cc2)cc1	17&3	1&1	-1&-5	-10&5	4&-14	10&-3	6&13	-7&7

Back to the main list, repeating the 2 entries before the break.
no.	Molecule	Jurkat NFkB inh	SENP7 inh	SENP8 inh	Gli-Sufu antag	UBC13 inh	697 NFkB inh	Apaf-1 inh	HKDC1 inhibitor
14	CC1CCCN(C2=C(Cl)C(=O)N(c3cccc(Cl)c3)C2=O)C1 (configuration not stated)	9	-1	2	-1	14	12	3	13
15	Cc1ccc(C(O)(C(=O)NNc2ccc3ccccc3n2)c2ccc(C)cc2)cc1	17&3	1&1	-1&-5	-10&5	4&-14	10&-3	6&13	-7&7
16	CC1(c2ccc(C#N)cc2)NC(=O)N(CC(=O)Nc2cc(S(=O)(=O)N3CCOCC3)ccc2Cl)C1=O (configuration not stated)	-9	3	-2	4	-2	7	-2	-4
17	CC(=O)c1ccc(Nc2ncnc3c2oc2ccccc23)cc1	-132	12	-2	10	-3	-162	-9	-2
18	O=C(N/C(=C\c1ccc([N+](=O)[O-])cc1)C(=O)N1CCOCC1)c1cccc(Br)c1	18	9	-8	14	-12	-1	9	-5
19	Cc1c(O)ccc2c(O)c(NC(=O)c3ccc4c(c3)CCC(C)(C)O4)c(=O)oc12	-2	-3	-8	-4	-3	6	4	-3
20	CCC(=O)N1CCN(c2ccccc2NC(=O)c2ccc(OC)c(Cl)c2)CC1	-2	-1	-1	-3	4	30	7	4
21	COc1ccc(CN2C(=NC(=O)C3CCCO3)SC3CS(=O)(=O)CC32)cc1 (configuration not stated)	-2	6	-1	-11	3	15	-2	0
22	CCCn1c(SCC(=O)NCc2ccco2)nc2c1c(=O)n(C)c(=O)n2C	-8	4	-5	4	-3	9	-2	-2
23	CCO[C@@H]1OC(C(=O)N2CCN(Cc3ccccc3)CC2)=C[C@H](C2CC2)[C@H]1CCCO	12	-3	6	19	0	12	-3	-8
24	COc1ccc(NC(=O)N2CCCCC2)cc1	-21	3	2	-14	-10	-32	14	-15
25	O=C(CSc1nc(O)cc(=O)n1-c1ccccc1)c1ccc(Br)cc1	-3	-2	2	2	-8	-26	15	5
26	CCCNC(=O)c1onc(CSc2ccccc2)c1C(=O)NCCC	11	-2	4	3	4	11	0	1
27	COC(=O)C1=C(C)N=C2SCCC(=O)N2C1c1cccs1 (configuration not stated)	-3	-7	-11	1	-7	-4	12	-5
28	CCc1c(C)nc2ccc(Br)cc2c1SCCC#N	1	-3	4	6	?	-19	16	-12
29	CC(C)N(Cc1ccccc1)C(=O)CN1c2cccc3cccc(c23)S1(=O)=O	6	7	1	6	-2	-4	28	3
30	CC(=O)Nc1cc(NC(C)=O)cc(C(=O)OCC(=O)Nc2ccc(S(=O)(=O)NC3=NCCCCC3)cc2)c1	3	-10	3	-2	5	-3	-14	-3
31	CSc1ccc(C(=O)C2CCCN(C(=O)Cc3nonc3C)C2)cc1 (configuration not stated)	-3	2	4	-3	7	5	5	-8
32	COC(=O)c1ccc(CNC(=O)COC(=O)c2ccc(N(C)C)cc2)cc1	-4	-9	-4	-1	-1	-1	9	1
33	COc1ccccc1C1CC(=O)Oc2cc(C)c(Br)c(C)c21 (configuration not stated)	nt	2	nt	-3	nt	7	15	3
34	COc1ccc(-c2[nH]ncc2/C=N/NC(=O)c2cccc([N+](=O)[O-])c2)cc1OC	-4	-6	-8	-11	-5	2	-2	-13
35	C[C@H](CO)N1C[C@H](C)[C@@H](CN(C)C)Oc2c(NC(=O)Cc3ccccc3)cccc2C1=O	-12	-5	-3	-10	-6	1	-3	-8
36	CC(C)(CN=C1NS(=O)(=O)c2ccccc21)CNC(=O)c1ccccc1	-4	-6	-7	17	2	14	8	5
37	CC1CCN(C(=O)CSc2nc3ncccc3[nH]2)CC1	-19	-11	-9	-9	-1	-24	15	-4
38	CC1CCCC(NC(=O)C2N(CCCN3CCCC3)C(=O)C3C(C(=O)Nc4ccc(Cl)cc4)C4C=CC32O4)C1C (configuration not stated)	-4	5	-4	18	3	0	9	7
39	CCCC(C(=O)NCc1ccc(OC)cc1)N(Cc1ccco1)C(=O)c1snc(C(N)=O)c1N (configuration not stated)	4	4	-8	6	3	2	12	-7
40	COc1cccc(CCN2C(=O)C(=O)N([C@@H](CNCc3ccccc3)Cc3ccccc3F)C[C@@H]2C(C)(C)C)c1	14	-6	-2	-11	16	11	20	3
41	Cc1csc(Cn2c(CN(C)C)nc3ccccc3c2=O)n1	5	-9	-5	-9	16	-2	24	-4
42	COC(=O)c1cc2c(C)[nH]c(C)c2cc(C(=O)OC)c1=O	6	9	-6	-7	-8	9	2	-4
43	COc1ccc(CNC(=O)c2ccccc2SC)cc1	2	4	8	-2	0	-2	16	-9
44	COc1ccc(-n2c(-c3ccccc3)nc(=S)c3c2CCCC3)cc1	-2	2	5	6	?	-3	3	-4
45	Cc1cc(C)c(NC(=O)CN(C)C(C)C(=O)N2CCc3ccccc32)c(C)c1 (configuration not stated)	-6	-1	1	3	11	8	0	0
46	O=C(N/N=C/c1ccc(OCC(=O)N2CCCC2)cc1)C(=O)NC1CC1	-4	10	-4	-1	-8	-34	2	-4
47	CC12COC3(C(=O)Nc4nccs4)CC1CCC32C (configuration not stated)	-5	-16	-4	-7	-3	-13	12	-9
48	S=C1NC(c2cccs2)=CC(c2ccc(Br)cc2)N1 (configuration not stated)	-4	-8	-11	13	1	-10	20	-11
49	CC(Sc1nnc(COc2ccc([N+](=O)[O-])cc2)n1-c1ccccc1)C(=O)O (configuration not stated)	-1	-8	6	-6	-7	2	2	-2
50	CCOc1ccccc1CN1CCN(Cc2ccc3cc(F)ccc3n2)CC1CCO (configuration not stated)	20	0	11	31	4	6	-1	-4
